# IEC-6 tox – cytotoxicity in IEC-6 intestinal epithelial cells, primary screen, cytotoxicity control for KLF5 inhibitor project, cell-based, luminescence | IEC-6 cytotoxicity, luminescence viability | inhibition, % at 5 µM | 290,000 compounds, 0.78% hits | AID 1825, 2009; in the data active = inhibition above about 22%;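 also: 0% = plate median of test compound wells and 100% = cytotoxic reference compound wells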
# aSyn 5UTR inh – MLPCN primary screen, SNCA 5' untranslated region | alpha-synuclein 5'UTR reporter, inhibitor activity | inhibition, % (tested at 7.5 µM) | 300,000 compounds, 0.82% hits | AID 1813, 2009; in the data active = inhibition above about 60%;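 also: H4 neuroglioblastoma cells stably carrying SNCA 5'UTR luciferase fusion; 0% = DMSO wells and 100% = positive control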
# HSF1 activator – HSF-1 activators, primary screen, NIH3T3-HGL cells, MG132 stress, luminescence, single point | activation, % at 9 µM | 300,000 compounds, 1.7% hits | AID 504408, 2011 | NIH3T3-HGL HSF-1 luciferase reporter, 8 h; 100% = twice DMSO control signal;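 active = mean replicate activation of at least 50% with a set share of replicates each reaching 50%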;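 also: 0% = median of the neutral control wells and 100% = twice that signal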
# GSK3A inh – blockers of GSK3A enzyme activity – biochemical, luminescence, cell-free homogeneous, HTS, primary screen | 320,000 compounds, 0.1% hits | GSK-3 alpha kinase, ADP-Glo luminescence, 60 min | inhibition, % at 10 µM;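 in the data active = inhibition above about 50%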;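 also: GST-tagged GSK-3 alpha with peptide substrate and 25 µM ATP; 0% = DMSO neutral wells and 100% = GW8510 positive control wells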
# Target sequence (P49840 whole entry, looked up): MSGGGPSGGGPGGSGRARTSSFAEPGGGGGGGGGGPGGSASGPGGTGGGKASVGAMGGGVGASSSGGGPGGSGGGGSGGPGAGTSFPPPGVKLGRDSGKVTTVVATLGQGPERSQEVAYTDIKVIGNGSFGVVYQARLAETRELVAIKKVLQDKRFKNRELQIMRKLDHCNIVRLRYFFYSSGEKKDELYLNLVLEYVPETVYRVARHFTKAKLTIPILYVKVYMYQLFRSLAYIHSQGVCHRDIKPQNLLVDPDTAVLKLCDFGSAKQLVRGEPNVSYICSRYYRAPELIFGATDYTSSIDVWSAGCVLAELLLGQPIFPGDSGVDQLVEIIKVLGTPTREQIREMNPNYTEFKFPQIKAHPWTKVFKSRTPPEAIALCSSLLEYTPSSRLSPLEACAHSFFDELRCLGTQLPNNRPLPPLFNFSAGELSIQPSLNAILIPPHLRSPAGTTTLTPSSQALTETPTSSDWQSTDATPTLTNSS
# AI-2 QS mod – Vibrio harveyi AI-2 quorum sensing modulators, primary screen, JMH597 strain, luminescence/OD600 ratio. Vibrio harveyi JMH597 AI-2 luminescence/OD600 ratio, 9 h; active compounds read low; strain lacks LuxN and CqsS sensors; 0 = neutral-control median. activity change, % at 7.5 µM. 300,000 compounds, 0.4% hits; in the data active = activity change below about -75%, passing the limit was not always enough;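 also: luminescence divided by OD600 gain over 9 h not by final OD600 alone; inactives centre near 13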
# HSF1 inhib – HSF1 inhibitors in luciferase reporter cells, primary screen, cell-based, NIH3T3, luminescence; NIH3T3-HGL HSE-luciferase, MG132-induced, luminescence 8 h; active compounds read low; 300,000 compounds, 0.77% hits; AID 2098, 2009; activity change, negative = inhibition, % at 7.5 µM (by protocol);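 active = more than half of replicate wells show activity change below -50%, luminescence cut by over half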;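 also: luciferase reports HSF-1 transcriptional activity via heat shock element; 0% = median of DMSO wells and -100% = zero luminescence signal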
# PolyA inh – polyadenylation inhibitors in yeast reporter cells, primary screen, luminescence, S. cerevisiae. S. cerevisiae SKY197-pL101 polyadenylation reporter, beta-gal luminescence; efflux-impaired pdr1/pdr3 knockout yeast; score 100 = 6 SD above DMSO. calls only at 12 µM. 300,000 compounds, 0.02% hits;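 active = lowest replicate activity score at least 50, where 100 means six control SD above control mean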;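 also: yeast exposed to compound for 9 h at 30 °C; higher score means more reporter readthrough which indicates perturbed polyadenylation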
# HSP90 inh – HSP90 inhibitors, primary screen, cell lysate, luminescence; inhibition, % at 5.6 µM; Heat shock protein HSP 90 (rabbit reticulocyte lysate; luciferase refolding); Rabbit reticulocyte lysate, luciferase refolding luminescence, 3 h; 290,000 compounds, 0.91% hits; AID 1789, 2009;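 active = inhibition above the screen-wide mean plus 3 SD, computed separately per campaign, cut at about 16% in these data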;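 also: 0% = DMSO wells and 100% = 60 µM geldanamycin wells; inhibitors lower the luminescence because luciferase stays unfolded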
# GSK3beta inhib – human GSK3beta kinase inhibitors, primary screen, biochemical, cell-free homogeneous, HTS; 300,000 compounds, 0.038% hits; GST-GSK3beta kinase, ADP-Glo luminescence, 60 min; active compounds read low; activity score (negative = inhibition), % at 10 µM;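 active = more than half of replicate wells score below -50%, meaning over 50% inhibition versus plate controls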;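 also: 0% = median DMSO wells and -100% = median GW8510 positive control wells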
# Target sequence (P49841 whole entry, looked up): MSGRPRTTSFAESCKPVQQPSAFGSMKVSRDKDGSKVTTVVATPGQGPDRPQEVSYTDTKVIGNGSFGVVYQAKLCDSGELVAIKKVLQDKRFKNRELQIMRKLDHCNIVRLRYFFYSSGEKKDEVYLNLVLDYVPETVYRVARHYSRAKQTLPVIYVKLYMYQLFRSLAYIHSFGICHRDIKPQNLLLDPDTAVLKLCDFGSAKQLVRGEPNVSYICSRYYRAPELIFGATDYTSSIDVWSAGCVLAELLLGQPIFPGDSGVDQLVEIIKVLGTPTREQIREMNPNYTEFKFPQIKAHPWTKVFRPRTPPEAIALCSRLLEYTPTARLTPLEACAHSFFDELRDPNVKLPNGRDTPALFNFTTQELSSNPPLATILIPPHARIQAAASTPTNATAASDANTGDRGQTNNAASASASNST
#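 test system = GST-tagged human GSK3beta kinase, cell-free | reagent = 25 µM ATP with peptide substrate | dosing = one dose of 10 µM per compound | schedule = 60 min reaction, RT | detection = luminescent ADP-Glo measurement of ADP formed | control set = DMSO neutral wells and GW8510 at 20 µM as positive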
# KLF5 inhibitor – KLF5 expression inhibitors, primary screen, DLD-1 cells, luminescence; 290,000 compounds, 0.23% hits; DLD-1 KLF5 promoter-luciferase reporter; AID 1700, 2009; inhibition, % at 5 µM;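 active = inhibition above a per-plate limit of that plate's mean compound inhibition plus 3 SD, cut at about 60% in these data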;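 also: 0% = DMSO wells and 100% = LY294002 at 200 µM; higher means less KLF5 promoter-driven luciferase light; inactives centre near -14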
# Active calls of the source: *; i = inactive; . = no result given. A portion of the library; the hit share may differ from the screen's.
# The first 14 records, ahead of the listing:
SMILES,IEC-6 tox,aSyn 5UTR inh,HSF1 activator,GSK3A inh,AI-2 QS mod,HSF1 inhib,PolyA inh,HSP90 inh,GSK3beta inhib,KLF5 inhibitor
COc1ccccc1NC(=O)c1ccc(NC(=O)COC(=O)C2CC2C)cc1 (centres undefined),0,1,-9,7,13,-12,i,6,5,-14
Cc1ccc(S(=O)(=O)N(CC(=O)N2CCOCC2)c2ccc(C(C)C)cc2)cc1,-13,2,7,0,37,1,i,4,0,4
COc1ccc(-n2c(C)nn(CC3CC3)c2=O)cc1,-2,5,12,.,18,1,i,1,3,-8
Cc1cc(C)n(-c2nc3ccccc3nc2N2CCN(S(=O)(=O)c3cccc(C#N)c3)CC2)n1,8,32,43,0,9,40,i,0,-1,-10
COCC1CCN(Cc2cn[nH]c2-c2cc3ccccc3o2)C1 (centres undefined),-4,-34,13,3,24,-1,i,-5,1,-20
COc1ccc(Nc2nnc(SCC(=O)NC(=O)Nc3ccc4c(c3)OCCO4)s2)cc1,-1,-43,15,-2,16,9,i,3,1,-13
CCC(O)c1cc2c(cc1NC(=O)c1cccs1)OCCO2 (centres undefined),1,-35,-5,0,4,3,i,0,0,-2
O=C1Nc2ccccc2C1=Nc1cccc([N+](=O)[O-])c1,0,8,47,-6,-1,19,i,1,-1,-5
Cc1cc(C)n2cc(COc3ccc4ccccc4c3)nc2n1,7,-47,67*,-4,1,25,i,5,1,-134
O=C1CNC(=O)/C1=C\N1CCN(C(c2ccccc2)c2ccccc2)CC1,1,-7,-27,-2,12,-9,i,0,0,-6
Cc1cc(N2CCc3ccccc32)n2ncnc2n1,5,5,-7,.,12,-6,i,5,0,-34
COc1cc(NS(=O)(=O)c2ccc(N=Cc3c(C)[nH]n(-c4ccccc4)c3=O)cc2)nc(OC)n1,-1,10,-2,-10,-63,-2,i,4,3,-33
Cn1cccc1C(=O)N1CCc2ccccc2C1,-3,-22,13,0,23,6,i,-4,1,-15
O=C(Nc1ccc(Nc2ccncc2)cc1)c1ccc(Nc2ccnc3ccc([N+](=O)[O-])cc23)cc1[N+](=O)[O-],-4,-6,-2,-1,22,1,i,0,-2,-21

# The list itself, previewed entries included:
SMILES,IEC-6 tox,aSyn 5UTR inh,HSF1 activator,GSK3A inh,AI-2 QS mod,HSF1 inhib,PolyA inh,HSP90 inh,GSK3beta inhib,KLF5 inhibitor
COc1ccccc1NC(=O)c1ccc(NC(=O)COC(=O)C2CC2C)cc1 (centres undefined),0,1,-9,7,13,-12,i,6,5,-14
Cc1ccc(S(=O)(=O)N(CC(=O)N2CCOCC2)c2ccc(C(C)C)cc2)cc1,-13,2,7,0,37,1,i,4,0,4
COc1ccc(-n2c(C)nn(CC3CC3)c2=O)cc1,-2,5,12,.,18,1,i,1,3,-8
Cc1cc(C)n(-c2nc3ccccc3nc2N2CCN(S(=O)(=O)c3cccc(C#N)c3)CC2)n1,8,32,43,0,9,40,i,0,-1,-10
COCC1CCN(Cc2cn[nH]c2-c2cc3ccccc3o2)C1 (centres undefined),-4,-34,13,3,24,-1,i,-5,1,-20
COc1ccc(Nc2nnc(SCC(=O)NC(=O)Nc3ccc4c(c3)OCCO4)s2)cc1,-1,-43,15,-2,16,9,i,3,1,-13
CCC(O)c1cc2c(cc1NC(=O)c1cccs1)OCCO2 (centres undefined),1,-35,-5,0,4,3,i,0,0,-2
O=C1Nc2ccccc2C1=Nc1cccc([N+](=O)[O-])c1,0,8,47,-6,-1,19,i,1,-1,-5
Cc1cc(C)n2cc(COc3ccc4ccccc4c3)nc2n1,7,-47,67*,-4,1,25,i,5,1,-134
O=C1CNC(=O)/C1=C\N1CCN(C(c2ccccc2)c2ccccc2)CC1,1,-7,-27,-2,12,-9,i,0,0,-6
Cc1cc(N2CCc3ccccc32)n2ncnc2n1,5,5,-7,.,12,-6,i,5,0,-34
COc1cc(NS(=O)(=O)c2ccc(N=Cc3c(C)[nH]n(-c4ccccc4)c3=O)cc2)nc(OC)n1,-1,10,-2,-10,-63,-2,i,4,3,-33
Cn1cccc1C(=O)N1CCc2ccccc2C1,-3,-22,13,0,23,6,i,-4,1,-15
O=C(Nc1ccc(Nc2ccncc2)cc1)c1ccc(Nc2ccnc3ccc([N+](=O)[O-])cc23)cc1[N+](=O)[O-],-4,-6,-2,-1,22,1,i,0,-2,-21
Cc1cc(C)n(CC(O)COc2ccc(Cl)cc2Cl)n1 (centres undefined),-8,-52,64*,0,.,46,i,-4,.,-57
CCN(CC)S(=O)(=O)c1ccc(OC)c(NS(=O)(=O)c2cccc(C(=O)O)c2)c1,6,-8,-9,-3,26,-16,i,-2,7,-9
COCCN(C(=O)Cn1c(C(F)(F)F)nc2ccccc21)c1c(N)n(Cc2ccccc2)c(=O)[nH]c1=O,-3,-4,-6,-3,12,-5,i,-2,-2,-21
Nn1c(SCC(=O)NC(=O)NCc2ccco2)nnc1-c1ccc(OC(F)F)cc1,2,-1,-4,1,-2,4,i,1,5,-12
O=C(NCc1ccccn1)C1CCN(Cc2cnn(-c3ccccc3)c2-n2cccc2)CC1,4,-2,18,-1,8,15,i,7,0,-5
c1ccc(-c2csc3nnc(SCc4ccc5c(c4)OCCO5)n23)cc1,-3,16,-1,0,24,-10,i,2,1,-8
CC1CCN(C(=O)c2ccc(Br)c(S(=O)(=O)N3CCOCC3)c2)CC1,-3,12,17,-1,23,-7,i,-1,-2,-9
CC(C)(C)c1ccc(C(CC(=O)O)NC(=O)Cc2ccccc2)cc1 (centres undefined),6,0,21,-2,34,-1,i,-2,1,-51
Cn1cnnc1SCC(=O)NNC(=O)c1ccc(Cl)cc1,4,16,0,-1,30,0,i,0,0,-12
O=C(CSc1n[nH]c(-c2ccncc2)n1)Nc1ccc(Cl)cc1,0,-19,9,-1,30,-4,i,-4,8,-5
CC(=O)c1ccc(NC(=O)NNS(=O)(=O)c2ccc(F)cc2)cc1,-3,-15,-4,-2,19,2,i,0,2,-35
C=CCn1c(O)c(N=NC(=S)Nc2cccc(OC)c2)c2ccccc21,8,50,14,2,19,6,i,-3,-6,-8
COC(=O)CSc1nnc(COc2ccc([N+](=O)[O-])cc2)n1C,2,7,16,-2,12,1,i,7,0,4
N#CCCn1nc(-c2ccc(Cl)cc2)cc1Nc1ccccc1NC(=O)C(F)(F)F,8,-17,5,-3,-17,-3,i,0,3,-20
O=[N+]([O-])C1C(c2ccccc2)=NOC1c1ccccc1O (centres undefined),1,-35,-9,-2,28,-2,i,-1,1,-12
Cc1cccc(C)c1NC(=O)CN(C)C(=O)c1ccc2nc[nH]c2c1,.,-4,-12,0,17,-9,i,.,0,.
Cc1ccc(N2CC(C(=O)OCc3nnc(-c4ccccc4)o3)CC2=O)cc1 (centres undefined),.,-15,2,0,.,7,i,.,.,.
CCOc1ccc(NC(=O)c2ccc(CSc3nnc(C)s3)cc2)cc1,-3,-58,14,-1,6,6,i,0,1,0
CC(C)c1c(C(=O)N/N=C/C=C/c2ccccc2)nnn1-c1nonc1N,0,-13,-2,1,17,1,.,-6,-3,-5
Cc1cccc(-n2ccc(=O)c(C(=O)Nc3ccc(S(=O)(=O)N4CCOCC4)cc3)n2)c1,-11,8,-8,-1,37,-2,i,-1,.,-53
Cc1ccc(OCC2Cn3c(nc4c3c(=O)[nH]c(=O)n4C)O2)cc1C (centres undefined),9,5,-7,0,10,-9,i,-2,-2,11
CCOc1ccc(NC(=O)c2ccc3nccnc3c2)cc1,4,-113,2,-2,20,8,i,5,1,-72
Cc1cccc(C)c1NC(=O)CNC(=O)c1ccc(NS(=O)(=O)c2ccc3[nH]c(=O)[nH]c3c2)cc1,.,13,-13,-1,-8,-6,i,.,0,.
CN1c2ccccc2C(C)(C)C12C=Cc1cc(O)ccc1O2 (centres undefined),11,-13,-3,-2,2,13,i,5,3,-35
COc1ccc(CCNC(=O)Cn2nnc(-c3ccccc3F)n2)cc1OC,-3,19,-6,-3,18,-3,i,2,1,-18
COc1cccc(/C=N/n2c(-c3cc(C)[nH]n3)n[nH]c2=S)c1OC,-7,0,20,10,5,7,i,-1,-5,-28
CCCC(=O)OCCNC(=O)c1cc2ccccc2oc1=O,-2,-11,5,-4,12,-10,i,-4,-1,-12
CCOC(=O)CNC(=O)CSc1nnc(COc2ccc(Cl)cc2)n1CC,-2,25,53*,0,8,11,i,2,1,-36
c1ccc(C2=Nn3c(Cn4nnc5ccccc54)nnc3SC2)cc1,0,-12,13,7,27,1,i,-7,-9,7
O=C(OCCN=C1NS(=O)(=O)c2ccccc21)c1ccccc1F,-1,3,14,-2,.,-2,i,-1,.,4
CC(CCc1ccccc1)NC(=O)[C@@H]1Cc2ccccc2CN1 (some centres undefined),-10,-1,-3,-4,31,-13,i,-2,1,-33
O=C(CN1CC(=O)Nc2ccccc21)Nc1ccc(F)c(F)c1,8,-94,33,0,10,26,i,1,1,-6
CCN(CC)c1nc2ccccc2nc1C(C#N)C(=O)NCCCOC (centres undefined),-2,.,.,3,28,.,.,9,-3,-10
CCOC(=O)C1CCN(C(=O)c2ccc(Cl)c(S(=O)(=O)N3CCOCC3)c2)CC1,1,3,-2,.,25,-2,i,-4,-4,-27
COc1ccccc1Nc1ncc(-c2cccs2)s1,6,-177,8,2,8,2,i,6,-4,-11
O=C(O)CCCCCNS(=O)(=O)c1ccc2c(c1)OCCO2,0,-4,-2,-1,18,-3,i,1,-1,-1
# Next section
SMILES,IEC-6 tox,aSyn 5UTR inh,HSF1 activator,GSK3A inh,AI-2 QS mod,HSF1 inhib,PolyA inh,HSP90 inh,GSK3beta inhib,KLF5 inhibitor
CCC1(C)Cc2ccccc2-c2nc(NCCO)[nH]c(=O)c21 (centres undefined),2,-8,-6,18,10,6,i,0,4,-1
CC1C(=O)CCN(C(C)(C)C)C1C (centres undefined),0,-6,-6,0,23,1,i,0,3,-35
Cc1cccc(NS(=O)(=O)c2cc(C(=O)N3CCCCCC3)ccc2C)c1,0,12,-3,1,10,2,i,5,0,-18
CC(C)OCCCNC(=O)c1sc(=S)n(C)c1N,2,30,-4,2,-4,0,i,6,3,-28
Nc1ccc(C(=O)N/N=C/c2cn(Cc3ccc(F)cc3)c3ccccc23)cc1,13,64*,44,0,20,6,i,-4,0,-42
